hIAP act – human IAP activation. P09923. activation factor at 10 µM. 330,000 compounds, 0.16% hits. purified human IAP, CDP-Star luminescence, 30 min; hits give high values; 1 = vehicle-only enzyme, 0 = enzyme-free background. AID 2524;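 active = activation factor of the enzyme at least 2-fold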; note: the source names both 10 and 20 µM as test concentration; values of inactives mirror those of a sister screen read the other way
Target sequence (P09923 whole entry, looked up): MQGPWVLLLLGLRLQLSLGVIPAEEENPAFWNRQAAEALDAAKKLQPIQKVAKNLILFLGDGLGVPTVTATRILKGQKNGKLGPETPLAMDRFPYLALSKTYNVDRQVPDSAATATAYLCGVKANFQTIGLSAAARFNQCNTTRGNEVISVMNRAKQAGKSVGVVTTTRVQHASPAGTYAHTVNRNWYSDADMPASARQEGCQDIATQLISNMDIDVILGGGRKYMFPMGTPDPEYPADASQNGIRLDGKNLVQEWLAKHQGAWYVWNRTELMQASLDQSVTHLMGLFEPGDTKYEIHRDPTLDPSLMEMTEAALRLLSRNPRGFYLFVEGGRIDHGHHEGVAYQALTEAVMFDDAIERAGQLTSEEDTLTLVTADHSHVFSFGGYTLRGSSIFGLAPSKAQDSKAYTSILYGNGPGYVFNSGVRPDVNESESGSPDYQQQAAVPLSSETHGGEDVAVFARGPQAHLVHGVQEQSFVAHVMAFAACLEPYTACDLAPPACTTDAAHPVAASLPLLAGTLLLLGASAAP
HKDC1 inh – blocks human hexokinase HKDC1 activity. Q2TB90. recombinant HKDC1, G6PDH/diaphorase resazurin coupled fluorescence. inhibition, % at 20 µM. 340,000 compounds, 0.16% hits;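 active = inhibition above about 35% when tested at 20 µM, limit read from the data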;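 note: plate controls were DMSO wells with enzyme for no effect and DMSO wells lacking enzyme for full effect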
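System: Recombinant HKDC1 hexokinase | Amount: HKDC1 at 5 µg/mL | Reagent: Glucose with 1 mM ATP | Doses: Single 20 µM dose | Incubation: Reaction time 90 min, room temperature, protected from light | Signal: Coupled resazurin fluorescence, excitation 525 nm, emission 613 nm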
mIAP activ – increases mouse intestinal alkaline phosphatase activity | muIAP, CDP-Star luminescence, 30 min; hits give high values; 1 = vehicle-only enzyme signal, 0 = enzyme-free wells | activation factor at 10 µM | 330,000 compounds, 0.24% hits | AID 2805;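 active = activation factor of at least 2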; note: the source names both 10 and 20 µM as test concentration; values of inactives mirror those of a sister screen read the other way
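Assay system: mouse IAP enzyme; Reagent: CDP-Star chemiluminescent phosphatase substrate; Compound: DMSO-dissolved test compounds; Incubation: 30 min, room temperature; Technique: luminescence from enzymatic CDP-Star hydrolysis; Controls: DMSO-only wells and no-enzyme negative control.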
ATG4B inh – inhibitors of human ATG4B cysteine protease; Q9Y4P1; ATG4B cleavage of LC3-PLA2, NBD-HPC fluorescence, 1 h; inhibition, % at 8.33 µM; 340,000 compounds, 0.51% hits; AID 504462; in the data active = inhibition above about 40%
Target sequence (Q9Y4P1 whole entry, looked up): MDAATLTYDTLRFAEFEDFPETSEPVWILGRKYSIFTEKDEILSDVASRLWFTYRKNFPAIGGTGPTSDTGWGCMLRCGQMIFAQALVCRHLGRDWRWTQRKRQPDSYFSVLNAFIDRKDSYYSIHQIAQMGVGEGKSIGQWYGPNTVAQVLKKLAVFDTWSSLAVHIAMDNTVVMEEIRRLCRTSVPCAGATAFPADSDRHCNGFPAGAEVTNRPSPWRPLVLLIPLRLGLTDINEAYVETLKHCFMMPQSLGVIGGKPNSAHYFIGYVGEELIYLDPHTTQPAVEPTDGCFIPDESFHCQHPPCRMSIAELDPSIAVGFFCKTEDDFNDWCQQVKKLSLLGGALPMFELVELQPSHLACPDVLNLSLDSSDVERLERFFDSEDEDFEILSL
A3A deaminase – inhibitors of human APOBEC3A DNA deaminase; P31941; recombinant A3A, FAM/TAMRA ssDNA deamination fluorescence; inhibition, % at 20 µM; 330,000 compounds, 0.41% hits;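 active = at least 40% inhibition at 20 µM here, with at most 30% in a related deaminase screen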;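 note: plate controls were A3A with DMSO for no effect and wells lacking A3A enzyme for full effect; some results filed as inactive read as strong as hits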
hIAP block – human IAP inhibition. purified IAP, CDP-Star luminescence, 30 min. P09923. 330,000 compounds, 0.12% hits. inhibition, % at 10 µM;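 active = inhibition reaching a set limit with compound at 10 µM in the primary screen, cut at about 35% in these data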;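 note: plate controls were DMSO wells with enzyme for no effect and no-enzyme buffer wells for full effect; values of inactives mirror those of a sister screen read the other way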
mIAP block – mouse IAP inhibition | purified mouse IAP, CDP-Star luminescence, 30 min | inhibition, % at 10 µM | 330,000 compounds, 0.2% hits | AID 2806;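 active = inhibition of at least 40% at 10 µM in the primary screen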;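 note: plate controls were DMSO with enzyme for no effect and no enzyme wells for full effect; values of inactives mirror those of a sister screen read the other way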
PfG6PD inh – PfG6PD (Plasmodium falciparum) enzyme inhibition | PfGluPho enzyme, NADPH resazurin-diaphorase fluorescence | inhibition, % at 20 µM | 350,000 compounds, 0.78% hits | AID 504690;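 active = inhibition reaching at least a set limit at 20 µM in the primary screen, cut at about 59% in these data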;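 note: 0% = DMSO wells with substrate and 100% = DMSO wells lacking glucose-6-phosphate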
* = called active by the depositor; x = no result given.

No.	ATG4B inh	PfG6PD inh	HKDC1 inh	A3A deaminase	mIAP activ	hIAP act	hIAP block	mIAP block	SMILES
1	-1	5	-10	-1	0.99	1	-4	1	COc1cccc(CNCc2ccc3c(c2)OCO3)c1
2	6	-13	-12	4	0.99	1	-4	1	COc1ccnc(Oc2ccccc2)n1
3	10	9	-6	0	0.99	1	-4	1	O=C(Cc1csc(-c2ccccc2)n1)Nc1ccc(C(F)(F)F)cc1
4	-1	-20	-7	-4	0.87	0.92	8	13	CCCN1CCN(C(=O)Cn2cccc2C(=O)c2ccccc2)CC1
5	2	-7	2	-2	0.97	0.99	1	3	CCCN1C(=O)c2cc(C(=O)NC3CCCCCC3)ccc2C1O (stereo not given)
6	-5	3	-1	-5	0.91	0.97	3	10	COc1ccccc1CNS(=O)(=O)c1cc2c3c(c1)C(C)C(=O)N3CCC2 (stereo not given)
7	-2	8	5	1	1	1.1	-12	-3	COc1ccccc1/C=N/NC(=O)CC(=O)NC1CCCCC1
8	5	5	-1	-5	0.98	0.94	6	2	COc1ccc(C(CCNCc2ccc(N(C)C)cc2)c2ccccc2)cc1 (stereo not given)
9	7	10	13	-1	0.97	0.96	4	3	Fc1cccc(CSc2ccc(-c3ccco3)nn2)c1
10	-4	12	1	-2	0.87	1.1	-6	13	Cc1cc(-c2cc(C(=O)NCc3ccccc3)on2)nc(NC2CCCC2)n1
11	1	-12	2	7	0.93	1	-1	7	CCN(CC)CC(=O)c1c(N)n(Cc2ccccc2)c(=O)n(C)c1=O
12	0	-6	-5	-4	0.94	1.3	-26	6	Cc1ccccc1S(=O)(=O)Cc1ccc(C(=O)NCCN(Cc2ccccc2)C(C)C)o1
13	3	-13	-3	-2	0.93	1.1	-8	7	CCOC(=O)C(=CNc1cscc1S(=O)(=O)C(C)C)C(=O)OCC
14	-8	-14	0	-3	1.1	0.88	12	-7	CN(C)c1ccc(/C=N/NC(=O)c2ccc(Cl)cc2)cc1
15	7	-12	-6	3	1.1	1	0	-12	O=C1NC2(CCCCC2)N(C(=O)c2ccccc2)C2=C1CCCC2
16	-1	1	-5	-5	1.1	1.3	-34	-5	COc1ccccc1NC(=O)N1CCc2[nH]c3ccc(Cl)cc3c2C1
17	-7	-11	-8	-1	0.89	0.97	2	11	Cc1cc(C)nc(NC(=O)CN2C(=O)c3ccccc3C2=O)n1
18	4	-13	4	1	1	1.3	-28	-5	Cc1cccc(-c2nc(CNC(=O)c3ccco3)cs2)c1
19	19	27	-6	-4	0.99	0.97	3	1	NC(=O)CSc1nnc(-c2cc3ccccc3o2)n1Cc1ccccc1
20	-6	3	-2	-1	0.96	0.97	2	4	CNC(=O)c1ccccc1-c1ccccc1
21	-14	-4	-2	-1	0.88	0.97	3	12	CCn1cc(C(=O)NCC2CCCO2)c(=O)c2cc(S(=O)(=O)N3CCC(C)CC3)ccc21 (stereo not given)
22	-7	2	-8	2	1	1	-2	-5	COc1ccc(CNC(=O)C/C(C)=N/NC(=O)c2ccccc2OC)cc1
23	1	2	-3	2	1.1	x	x	-7	O=S(=O)(N[C@H](CO)Cc1ccccc1)c1ccc(Br)cc1F
24	-7	24	-4	-2	1.1	1.1	-7	-9	COc1cccc(C(=O)Nc2ccc(N3CCN(Cc4ccccc4)CC3)cc2)c1
25	-21	-6	-2	-6	1	0.95	5	-1	COc1ccc(CNC(=O)C(=O)NCC2OCCN2S(=O)(=O)c2ccc3c(c2)OCCO3)cc1 (stereo not given)
26	6	5	2	-2	0.94	1.1	-14	6	CC(NC(=O)/C(=C/c1ccc(OC(F)F)cc1)c1ccccc1)c1ccccc1 (stereo not given)
27	-8	-9	-1	0	0.98	1.2	-18	2	CCOC(=O)c1cnc2cc(-c3ccc(C(C)(C)C)cc3)nn2c1N
28	-16	11	4	1	0.98	0.87	13	2	COc1ccc(/C=N/NC(=O)Cn2cc(C(F)(F)F)ccc2=O)cc1
29	-8	22	3	-1	0.98	1.1	-6	2	CCOc1ccccc1N1CCN(c2nc(N)c(C#N)c(CC#N)c2C#N)CC1
30	-5	-2	-5	1	1.1	1	-1	-8	CCOc1c(Cl)cc(CNc2nnnn2C)cc1OC
31	0	-9	-2	-2	0.96	0.91	9	4	Cn1c(=O)[nH]c(=O)c2c1nc(Br)n2C/C=N/NC(=O)c1ccccc1
32	4	2	-8	-1	1.1	1	-1	-7	CCN(C(=O)COC(=O)CNC(=O)c1ccccc1C)C1=CCCCC1
33	-4	1	16	-6	0.98	1.2	-22	2	Cc1cccc(NCN2C(=O)C3C4C=CC(C4)C3C2=O)c1 (stereo not given)
34	-4	-3	-1	-1	1	0.9	10	0	Cn1c(=NC(=O)CS(=O)(=O)c2ccccc2)sc2cc([N+](=O)[O-])ccc21
35	-4	81*	-2	-3	1	0.9	10	-2	CC(=O)Nc1cc(C(C)(C)C)c(O)c(C(C)(C)C)c1
36	-3	2	-1	-7	1	0.95	5	-4	Cc1nc(C)c(C(=O)OCC(=O)Nc2cccc(C)c2C)s1
37	-8	-10	7	5	0.97	0.99	1	3	CC(C)Cc1nc(SCc2cccnc2)c2c(=O)n(C)c(=O)n(C)c2n1
38	-4	-8	-1	2	0.86	0.89	11	14	COc1ccc(/C=C2\SC(=S)N(CCC(=O)Nc3cccc(O)c3)C2=O)cc1OC
39	2	2	-1	1	0.89	0.96	4	11	CCN1C(=O)C2(C(C#N)=C(N)Oc3n[nH]c(C(C)C)c32)c2ccccc21 (stereo not given)
40	-1	-18	-5	-3	0.99	1	-4	1	COc1ccc(C(CC(=O)O)NS(=O)(=O)c2ccc3c(c2)N(C(C)=O)CC(C)O3)cc1 (stereo not given)
41	1	-11	-13	-2	1.1	0.98	2	-9	CC(C)N(C)CCOC(=O)c1ccccc1Cl
42	32	7	-6	-4	1.1	1.1	-8	-15	Cc1ccccc1NC(=O)N1CCc2ccccc2C1
43	-9	11	-2	2	0.97	1	0	3	CC(C)(C)c1ccc(C(=O)NCc2nnc(SCC(=O)NCc3ccco3)o2)cc1
44	-15	9	7	3	1	0.88	12	-4	COc1ccc(OC)c(S(=O)(=O)Nc2ccc3oc4c(c3c2)C(=O)CCC4)c1
45	-5	28	2	-6	1	0.88	12	-3	CCOc1ccc(CCNc2nc3ccc(C)cc3n3cnnc23)cc1OCC
46	-2	-6	0	0	1.3	1.1	-7	-30	Cc1cccnc1N(C(=O)Nc1cccc(Cl)c1)C1=NCC(C)(C)S1
47	-14	-1	2	3	0.89	1.1	-11	11	CCOc1cc(C2C(C#N)=C(N)Oc3n[nH]c(CC)c32)ccc1OCCN1CCOCC1 (stereo not given)
48	13	-2	7	-7	1	1.1	-7	0	COC(=O)c1ccc(-c2ccc(CNCC(O)c3ccccc3)o2)cc1 (stereo not given)
49	x	x	x	6	0.85	0.84	16	15	CC(C)CNC(=O)NC(=O)COC(=O)c1cc([N+](=O)[O-])ccc1NCc1ccccc1Cl
50	-13	2	-6	-3	1.1	0.91	9	-6	Cc1ccc(COC(=O)NCc2cccnc2)cc1
51	2	-3	-7	-3	0.94	1.4	-37	6	COc1ccc2[nH]c3c(=O)n(CCCC(=O)NC4CCC(C)CC4)c(=S)[nH]c3c2c1 (stereo not given)
52	2	-13	-6	-1	1.1	1.2	-16	-9	Cn1ccnc1SCC(=O)Nc1ccc2c(c1)COC2=O
53	-13	-4	-1	-5	0.89	0.93	7	11	CC/C(=N/NC(=O)CNc1ccc(Cl)cc1C)c1ccccc1
54	-17	17	-2	-4	1.2	1.1	-13	-15	CCOC(CNC(=O)c1ccc2nc(N3CCC(C)CC3)sc2c1)OCC
55	2	-1	3	4	0.98	1	-4	2	O=C1CN(C(=O)COc2ccccc2F)c2ccccc2N1
56	-1	1	-16	0	0.99	0.98	2	1	CCOC(=O)c1c(C)c[nH]c1C
57	6	-22	-11	-3	0.94	1.1	-11	6	C=C(C)CNC(=O)CCc1nnc(C2(c3ccc(Cl)cc3)CCC2)o1
58	4	-6	0	-5	0.98	1.1	-11	2	COc1cc(C2C(C(=O)c3ccc(C)o3)=C(O)C(=O)N2Cc2ccccc2)ccc1O (stereo not given)
59	-48	-7	-5	0	1	0.9	10	-3	COc1ccc(NS(=O)(=O)c2cc(C(=O)N3CCC3)ccc2C)cc1
60	x	x	x	-3	0.99	0.92	8	0	COc1cccc2c1C(=O)O/C2=C/c1ccc2c(c1)OCO2

The listing continues.
No.	ATG4B inh	PfG6PD inh	HKDC1 inh	A3A deaminase	mIAP activ	hIAP act	hIAP block	mIAP block	SMILES
61	12	-14	-7	5	1	0.97	3	-3	N#CCSc1nc2ccccc2c(=O)n1CCCC(=O)NCc1ccco1
62	2	28	-5	0	0.91	0.8	20	9	CC(C)c1ccc(Nc2nc(CC(=O)O)cs2)cc1
63	3	-15	-4	-3	1	0.91	9	-5	CC(CN1CCC(O)CC1)c1ccccc1 (stereo not given)
64	0	-1	-1	3	0.84	0.83	17	16	CCNc1c(C(=O)O)ccc2c1C(=O)c1ccccc1C2=O
65	-1	-7	-1	-2	0.93	0.84	16	7	COC(=O)c1c(C(=O)OC)c2ccccn2c1C(=O)c1ccccc1
66	-1	-2	-5	2	0.98	1.1	-13	2	Cc1cc(Br)c(NC(=O)CN2CCCC2)c(Br)c1
67	1	-16	-10	-1	0.84	1.1	-11	16	CC1=NN(C(=O)CSCc2ccccc2)C(O)(c2ccc(F)cc2)C1 (stereo not given)
68	-11	24	-13	-1	1	1.3	-29	-2	Cc1nc2ccc(S(=O)(=O)NCC(=O)NC(C)c3ccccc3)cc2s1 (stereo not given)

4 of the compounds above, with values under each structure.
Values run as follows: ATG4B inh | PfG6PD inh | HKDC1 inh | A3A deaminase | mIAP activ | hIAP act | hIAP block | mIAP block
#64 CCNc1c(C(=O)O)ccc2c1C(=O)c1ccccc1C2=O
 : 0 | -1 | -1 | 3 | 0.84 | 0.83 | 17 | 16
#65 COC(=O)c1c(C(=O)OC)c2ccccn2c1C(=O)c1ccccc1
 : -1 | -7 | -1 | -2 | 0.93 | 0.84 | 16 | 7
#66 Cc1cc(Br)c(NC(=O)CN2CCCC2)c(Br)c1
 : -1 | -2 | -5 | 2 | 0.98 | 1.1 | -13 | 2
#67 CC1=NN(C(=O)CSCc2ccccc2)C(O)(c2ccc(F)cc2)C1 (stereo not given)
 : 1 | -16 | -10 | -1 | 0.84 | 1.1 | -11 | 16
